Compound activity as filed in PubChem BioAssay.
PfHsp40 yeast = rescue of yeast from PfHsp40 toxicity, primary screen, S. cerevisiae, ATP luminescence; growth rescue, % at 12.5 µM; S. cerevisiae expressing PfHsp40, growth rescue; actives 0.68% (n = 340,000); in the data active means growth rescue above about 28%, passing the limit was not always enough; inconclusive means no clear call, values can overlap the other calls;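 further: yeast W303a lacking pdr1 and pdr3 grown in galactose medium; growth measured after three days at 30 °C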
CCHFV vOTU inh = CCHFV vOTU protease inhibitors, primary screen, biochemical, Pep-AMC substrate, fluorescence | actives 0.55% (n = 370,000) | Crimean-Congo hemorrhagic fever virus L polyprotein viral ovarian tumor (vOTU) protease … | AID 651958, 2012 | inhibition, % at 11.5 µM; in the data active means inhibition above about 30%; further: 0% = vehicle wells with enzyme and 100% = no enzyme wells
Yp Topo-I inh = Yersinia pestis topoisomerase I inhibitors, primary screen, biochemical, cleavage product accumulation, plate reader, single point. DNA topoisomerase I (Yersinia pestis CO92). Y. pestis Topo-I cleavage product accumulation. activity, % at 10 µM. actives 0.064% (n = 360,000). AID 504884, 2011; in the data active means activity above about 50%, passing the limit was not always enough; inconclusive means no clear call, values can overlap the other calls; further: inactives centre near 2
BoNT F protease = BoNT/F light chain protease inhibitors, primary screen, biochemical, flow cytometry, MLPCN library | Botulinum neurotoxin type F light chain protease (Clostridium botulinum) | Multiplex microsphere protease cleavage assay | inhibition, % at 10 µM | actives 0.22% (n = 360,000) | AID 588497, 2011; in the data active means inhibition above about 35%, passing the limit was not always enough; inconclusive means no clear call, values can overlap the other calls; further: plate controls were buffer without enzyme for full effect and enzyme alone for no effect
Anthrax LF prot = Bacillus anthracis LF protease inhibitors, primary screen, biochemical, multiplex microsphere, MLPCN library; Lethal factor (Bacillus anthracis), P15917; multiplex microsphere protease cleavage assay; inhibition, % at 10 µM; actives 0.12% (n = 360,000); AID 588501, 2011; further: plate controls were buffer without enzyme for full effect and enzyme alone for no effect
Target sequence (P15917 whole entry, looked up): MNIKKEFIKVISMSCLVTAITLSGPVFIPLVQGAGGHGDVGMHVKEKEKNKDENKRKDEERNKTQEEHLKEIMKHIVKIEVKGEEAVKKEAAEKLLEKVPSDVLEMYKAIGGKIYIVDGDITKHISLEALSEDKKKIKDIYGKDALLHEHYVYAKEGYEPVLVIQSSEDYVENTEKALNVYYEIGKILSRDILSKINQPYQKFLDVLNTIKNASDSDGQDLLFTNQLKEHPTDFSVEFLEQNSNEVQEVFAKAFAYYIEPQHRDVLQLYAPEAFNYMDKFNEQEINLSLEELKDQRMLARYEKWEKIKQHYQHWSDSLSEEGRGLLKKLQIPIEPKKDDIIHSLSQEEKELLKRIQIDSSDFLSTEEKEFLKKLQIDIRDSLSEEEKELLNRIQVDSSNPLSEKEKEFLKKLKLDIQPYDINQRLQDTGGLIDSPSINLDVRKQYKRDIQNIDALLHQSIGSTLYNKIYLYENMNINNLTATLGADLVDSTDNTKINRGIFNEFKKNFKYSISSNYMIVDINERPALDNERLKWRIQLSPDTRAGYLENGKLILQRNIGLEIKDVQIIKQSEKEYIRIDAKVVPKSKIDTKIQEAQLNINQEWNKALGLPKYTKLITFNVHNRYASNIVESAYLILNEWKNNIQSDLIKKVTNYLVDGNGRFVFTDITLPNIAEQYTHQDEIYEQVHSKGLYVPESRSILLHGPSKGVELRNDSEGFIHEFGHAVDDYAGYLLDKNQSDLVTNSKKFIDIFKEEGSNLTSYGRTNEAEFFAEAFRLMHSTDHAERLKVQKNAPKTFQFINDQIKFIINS
TcdB inh = TcdB glycohydrolase inhibitors, primary screen, biochemical, single point, plate reader; Toxin B (Clostridioides difficile), P18177; TcdB glycohydrolase enzymatic assay; inhibition, % at 9.99 µM; actives 0.24% (n = 350,000); in the data active means inhibition above about 10%
BoNT A protease = BoNT/A light chain protease inhibitors, primary screen, biochemical, flow cytometry, MLPCN library. AID 588499, 2011. Botulinum neurotoxin type A light chain protease (Clostridium botulinum A str. ATCC 3502). actives 0.17% (n = 360,000). multiplex microsphere protease substrate cleavage. inhibition, % at 10 µM; further: plate controls were buffer without enzyme for full effect and enzyme alone for no effect
PrPC TRFRET = inhibitors of human cell surface prion protein PrPC, primary screen, cell-based, TR-FRET | inhibition, % at 13.8 µM | TR-FRET read-out | AID 720596, 2013 | actives 0.43% (n = 370,000); in the data active means inhibition above about 24%; further: 0% = median of the test wells and 100% = reference compound wells
FadD28 binding = inhibitors of FadD28 bisubstrate probe binding, primary screen, biochemical, fluorescence polarization, single point; inhibition, % at 12.5 µM; Mycobacterium tuberculosis FadD28 fatty-acid-AMP ligase; actives 0.22% (n = 360,000); in the data active means inhibition above about 8.5%, passing the limit was not always enough; inconclusive means no clear call, values can overlap the other calls
Active calls of the source: *; ? = inconclusive; . = no result given. Unless noted, no stated cut-off is given here; in the data, active means inhibition above about 30%; inconclusive means no clear call, values can overlap the other calls; inactive means below that.

| SMILES | FadD28 binding | BoNT F protease | Anthrax LF prot | CCHFV vOTU inh | PfHsp40 yeast | TcdB inh | PrPC TRFRET | BoNT A protease | Yp Topo-I inh |
| --- | --- | --- | --- | --- | --- | --- | --- | --- | --- |
| O=C(N/N=C/c1c(F)c(F)c(F)c(F)c1F)c1cc(-c2ccccc2)nc2ccccc12 | . | 2 | 22 | 9 | -2.0 | -1.9 | 2 | -2.5 | -4 |
| CCC(C)NC(=O)COCc1cc(-c2ccc3c(c2)OCO3)on1 (stereo not given) | -1.5 | ? | 1 | -15 | -0.2 | -0.6 | 4 | 0.1 | -6 |
| CN1CCN(CCC(=O)Nc2ccc(F)c(F)c2)CC1 | -2.5 | -17 | 2 | -13 | -1.6 | . | 3 | -0.5 | -2 |
| CCCCc1ccc(NC=C2C(=O)OC3(CCCCC3)OC2=O)cc1 | -2.6 | -8 | 0 | 14 | 0.0 | . | 1 | 0.2 | 2 |
| COc1ccc(CNc2ccc3c(c2)nc(C)n3C)cc1OC | 0.9 | . | . | -5 | 0.1 | -2.0 | 2 | . | 3 |
| CN1C2C=C3C(C#N)=C(N)C(C#N)(C#N)[C@@H](c4ccc(Cl)cc4)[C@@H]3C1CC2 (stereo not given in full) | -2.0 | 24 | 1 | -9 | -0.5 | . | -6 | 1.7 | -2 |
| O=C(Cn1ncc2c(=O)oc3ccccc3c21)N1CCC(N2CCCCC2)CC1 | -0.9 | -2 | -4 | 1 | -1.0 | 1.0 | -6 | -0.2 | -1 |
| CCn1nc(NS(=O)(=O)c2cccc3nonc23)c2cc3ccc(C)cc3nc21 | 4.8 | 1 | -2 | . | -0.2 | . | . | 1.7 | 4 |
| Cc1nc2ccccc2nc1OCc1cccc([N+](=O)[O-])c1 | -0.3 | 1 | -4 | 6 | -0.4 | 2.2 | 4 | -0.7 | 3 |
| CC(C)CCN1C(=O)c2ccc(C(=O)Nc3ccc(O)cc3C(=O)O)cc2C1=O | -1.6 | 12 | 6 | 6 | -0.4 | -0.5 | 10 | 1.4 | -7 |
| O=C1NC(=Nc2ccc3ccccc3c2)S/C1=C/c1ccco1 | -5.1 | -4 | -6 | 2 | -1.7 | 1.5 | 14 | 0.4 | -19 |
| COc1ccccc1CNC(=O)c1cc(=O)c2ccccc2o1 | -2.1 | 2 | 0 | 6 | 0.3 | 0.4 | 1 | 0.9 | -2 |
| NS(=O)(=O)c1ccc(NC(=O)CN2CCN(S(=O)(=O)/C=C/c3ccccc3)CC2)cc1 | -1.1 | 2 | -7 | 11 | 0.3 | 0.2 | 1 | -1.0 | 11 |
| Cc1nc(CS(=O)(=O)c2ccc(Cl)cc2)cc(N2CCOCC2)n1 | 0.3 | -8 | 0 | 9 | 0.0 | . | -4 | -0.4 | -2 |
| CC(OC(=O)c1cc(=O)[nH]c2ccccc12)C(=O)NCc1ccccc1 (stereo not given) | -0.8 | 12 | -2 | -7 | 0.0 | 2.6 | -1 | 4.1 | -2 |
| Cc1ccc(C(=O)N(C)Cc2ccccc2)cc1S(=O)(=O)N1CCOCC1 | -3.1 | 1 | 1 | 14 | -1.0 | 1.2 | 5 | 0.7 | 8 |
| Cc1ccc(N2CCN(S(=O)(=O)c3ccc(Cl)s3)CC2C)cc1 (stereo not given) | -4.6 | -9 | -1 | -1 | -1.5 | -0.4 | 5 | -0.7 | 19 |
| Cc1ccc(OCC(=O)OCc2c(C)noc2C)cc1C | -2.4 | 2 | -3 | 11 | 0.1 | -2.1 | -2 | 0.7 | -9 |
| O=C1CCc2cc(S(=O)(=O)N3CCC(C(=O)NCc4ccccc4Cl)CC3)ccc2N1 | -1.9 | -60 | -2 | 2 | -0.7 | -1.7 | 8 | -3.1 | 1 |
| CCC[C@@H](CN1CCC[C@H]1CN1C(N)=NC[C@@H]1Cc1ccccc1)N1C[C@@H]([C@H](C)CC)N(CCCC2CCCC2)C1=N | -6.1 | -58 | -9 | . | 1.0 | . | . | 1.0 | 1 |

Sorted by heavy-atom count (smallest number first): 3 of the compounds above
| SMILES | FadD28 binding | BoNT F protease | Anthrax LF prot | CCHFV vOTU inh | PfHsp40 yeast | TcdB inh | PrPC TRFRET | BoNT A protease | Yp Topo-I inh |
| --- | --- | --- | --- | --- | --- | --- | --- | --- | --- |
| Cc1ccc(OCC(=O)OCc2c(C)noc2C)cc1C | -2.4 | 2 | -3 | 11 | 0.1 | -2.1 | -2 | 0.7 | -9 |
| O=C1NC(=Nc2ccc3ccccc3c2)S/C1=C/c1ccco1 | -5.1 | -4 | -6 | 2 | -1.7 | 1.5 | 14 | 0.4 | -19 |
| CC(C)CCN1C(=O)c2ccc(C(=O)Nc3ccc(O)cc3C(=O)O)cc2C1=O | -1.6 | 12 | 6 | 6 | -0.4 | -0.5 | 10 | 1.4 | -7 |

The listing continues:
| SMILES | FadD28 binding | BoNT F protease | Anthrax LF prot | CCHFV vOTU inh | PfHsp40 yeast | TcdB inh | PrPC TRFRET | BoNT A protease | Yp Topo-I inh |
| --- | --- | --- | --- | --- | --- | --- | --- | --- | --- |
| CC1=CC2(C)C(C3C(C)=CC2(C)C(=O)C3(C)O)C(C)(O)C1=O (stereo not given) | 0.9 | 5 | -4 | -13 | -0.4 | -0.3 | 9 | -0.4 | -2 |
| O=S(=O)(NCC1(N2CCOCC2)CCCCC1)c1ccc(Cl)cc1C(F)(F)F | -3.5 | -4 | -2 | 13 | -0.8 | 0.8 | 6 | -1.0 | 35 |
| CC(=O)OCCn1c(Br)nc2c1c(=O)[nH]c(=O)n2C | -1.2 | 3 | -10 | 12 | 3.5 | . | 3 | 0.4 | 8 |
| N#C/C(=C\N1CCOCC1)C(N)=O | -3.1 | -6 | ? | -9 | -1.6 | -0.1 | 3 | 5.9 | 3 |
| CCOc1cc(N2CCOCC2)c(OCC)cc1NC(=O)CN1CCCC(C)C1 (stereo not given) | -1.3 | -1 | 0 | 1 | -0.4 | -1.4 | 4 | -0.4 | 9 |
| O=C(COc1ccc(S(=O)(=O)N2CCCCC2)cc1Cl)N1CCCC1 | 1.3 | -22 | -10 | 11 | 0.3 | 0.7 | 2 | -3.4 | -5 |
| NC(=O)C1CCN(C(=O)CCCCCn2c(=O)[nH]c3ccsc3c2=O)CC1 | 2.7 | 7 | -4 | 9 | 0.5 | . | 1 | -0.2 | -2 |
| O=C(CNC(=O)Cc1ccccc1)N=Nc1c(O)[nH]c2ccc(Br)cc12 | -4.6 | 6 | 2 | 3 | -0.1 | 0.1 | -8 | 3.1 | -8 |
| CNC(=O)c1cccn(Cc2ccc(C(F)(F)F)cc2)c1=O | -3.5 | 1 | -4 | -16 | ? | 0.2 | -4 | -0.2 | 0 |
| CS(=O)(=O)N1CCCC(C(=O)Nc2ccc(Br)cc2F)C1 (stereo not given) | 0.5 | 4 | -1 | 10 | -0.8 | -5.5 | 4 | -0.6 | 8 |
| CCOC(=O)c1[nH]nc(-c2cc(CC)c(O)cc2O)c1-c1cscn1 | -2.6 | -1 | -2 | -11 | -0.5 | 15* | -8 | -0.1 | -3 |
| Cc1cccc(C)c1NC(=O)C(c1ccccc1)N1CC(=O)Nc2ccccc21 (stereo not given) | 1.5 | -2 | -5 | -7 | -0.3 | 0.2 | -3 | -1.6 | -3 |
| Cc1ccc(NS(=O)(=O)c2ccc(-n3cccn3)cc2)nc1 | -1.8 | -3 | 0 | 16 | 1.2 | 0.5 | -3 | 0.1 | 2 |
| O=S(=O)(c1ccc2ccccc2c1)n1cnc2ccccc21 | -2.9 | -9 | -1 | 12 | -0.7 | . | 3 | 0.3 | 1 |
| Cn1nccc1-c1ccc(C(=O)NCc2ccc(Cl)cc2)c2occc12 | -2.8 | -4 | 1 | . | . | . | . | -0.2 | 36 |
| CC1CCCCN1C(=O)CSc1nnc2ccccn12 (stereo not given) | . | -8 | -4 | 11 | 0.3 | 1.8 | 2 | 1.8 | -7 |
| Cc1nn(CC(=O)N2CCCC2)c(=O)c2cc3cc(F)ccc3n12 | -3.8 | -6 | -2 | 5 | -1.6 | 2.0 | -5 | -0.3 | -7 |
| CSc1n[nH]c(=S)n1N | -4.3 | -5 | -6 | -6 | -0.2 | 1.7 | 1 | -1.8 | -10 |
| COc1ccccc1C(=O)Nc1ccc(-c2nnn(CC(=O)N3CCN(C(=O)c4ccco4)CC3)n2)cc1 | -3.3 | -4 | 0 | -9 | -1.8 | 1.5 | -4 | 0.0 | 24 |
| CC(=O)N(C)c1ccc(N=Cc2cc3c(cc2[N+](=O)[O-])OCO3)cc1 | 1.3 | -8 | 1 | 34* | -0.7 | 0.2 | -15 | -1.2 | 1 |
| CNP(=S)(NC)OCCOc1ccc(OC)cc1 | -2.2 | -6 | -4 | -3 | -0.3 | . | 0 | 0.3 | -2 |
| CCn1c(SCC(=O)Nc2cc(C)on2)nnc1-c1cccnc1 | -3.0 | -2 | -2 | . | -0.7 | 0.6 | . | -1.0 | 3 |
| CC(Cc1ccccc1)NC(=O)c1cc([N+](=O)[O-])ccc1Cl (stereo not given) | -4.7 | 16 | -3 | 1 | 0.6 | 1.8 | -8 | 0.2 | -4 |
| O=S(=O)(NCc1cccs1)c1cccc(S(=O)(=O)N2CCCCC2)c1 | -1.9 | 14 | 0 | 6 | -1.0 | . | 9 | -0.2 | 6 |
| CCOC(=O)C1=CN(CC)S(=O)(=O)NC1CCc1ccccc1 (stereo not given) | -2.2 | -3 | 5 | 5 | 1.4 | 0.0 | 9 | -0.6 | -7 |
| O=C(NCSc1ccnc(SCNC(=O)c2ccc(F)cc2)n1)c1ccc(F)cc1 | -1.0 | 5 | -2 | -2 | -0.9 | . | 5 | 0.5 | 5 |
| CC(=O)N1CCc2cc(S(=O)(=O)NCCC(=O)Nc3cccc(C)c3)ccc21 | -1.6 | -6 | -2 | 4 | -0.5 | . | -5 | -0.6 | 1 |
| CCn1c(SCC(=O)Nc2cccc(OC)c2)nnc1-c1ccc(Cl)cc1 | 2.3 | 3 | 3 | 2 | 2.2 | . | 6 | ? | 8 |
| CC(C)c1ccc(OCC(=O)N2CCCCCC2)c(Br)c1 | -5.1 | -2 | 1 | -1 | -0.4 | 1.6 | -2 | -0.6 | 24 |
| NC(=O)c1ccsc1NC(=O)C1CC1 | 0.6 | -7 | 2 | 0 | -0.5 | 0.8 | 2 | -0.5 | 9 |
| COc1cccc(C(=O)Oc2ccc3c(C)cc(=O)oc3c2C(C)=O)c1 | -0.7 | -7 | 2 | -7 | -0.1 | . | 5 | -0.3 | -4 |
| Cc1ccc2c(c1)C1NC(=S)NC(C)(O2)C1C(=O)Nc1ccc(Cl)cc1 (stereo not given) | -5.0 | 6 | -4 | 11 | 1.8 | . | 3 | -0.2 | -1 |
| Cc1ccccc1OCC(=O)NCCCNC(=O)c1cccnc1 | . | -1 | 0 | 6 | 0.3 | -1.5 | 3 | -0.8 | 7 |
| COc1ccc(Cl)cc1NC(=O)C(C)Sc1n[nH]c(N)n1 (stereo not given) | -4.3 | 5 | -1 | 8 | 0.1 | . | -5 | 0.2 | -3 |
| COc1ccc(CC2(CCc3ccccn3)C(=O)NC(=O)N(c3ccccc3C)C2=O)cc1OC (stereo not given) | -3.5 | -7 | -7 | -4 | -1.0 | 0.0 | -5 | -0.6 | -13 |
| CNC(=O)C1(CC(C)C)C=CCN1C(C)=O (stereo not given) | -0.2 | -3 | -10 | 0 | -1.6 | 0.0 | 5 | -0.1 | 3 |
| Cc1cccc(NC(=O)c2ccccc2SCc2ccc(F)cc2)n1 | -3.0 | 8 | 3 | 2 | -1.4 | 0.1 | 4 | 0.6 | 28 |
